hcDAF-12 act: activators of H. contortus DAF-12 nuclear receptor | 370,000 tested, 1.4% active | HEK293 hcDAF-12 lit1-tk-luc reporter, luminescence; 0% DMSO, 100% Δ7-dafachronic acid | AID 652067 | activation, % at 6.8 µM;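 active means activation above the mean of all tested compounds plus 3 SD, cut at about 5.5% in these data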;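 further: 100% = response to 3 µM Δ7-dafachronic acid high control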
ssDAF12 agonist: S. stercoralis DAF-12 activation, primary screen. HEK293 ssDAF-12/GRIP1 lit1-tk-luc reporter, luminescence; % of 3 µM dafachronic acid response. activation, % at 6.8 µM. 370,000 tested, 1% active. AID 652126;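 active means activation above the mean over all tested compounds plus 3 SD, cut at about 0.9% in these data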;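 further: 0% = DMSO-only wells and 100% = 3 µM delta7-dafachronic acid wells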
hgDAF-12 ag: activates the H. glycines DAF-12 receptor ligand-binding domain. activation, % at 6.8 µM. 370,000 tested, 1.8% active. AID 687014. HEK293 GAL4-hgDAF12 UAS-luciferase reporter, agonist luminescence; normalized to butyrate control;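 active means activation above a cutoff set at the mean of all screened compounds plus 3 SD, cut at about 10% in these data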;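 further: 0% = DMSO wells and 100% = sodium butyrate wells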
sPLA2-III inh: Blocks human group III sPLA2 activity; Q9NZ20; QFRET BODIPY PC-A2 liposome hydrolysis, fluorescence; inhibition, % at 12.2 µM; 370,000 tested, 0.56% active;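 active means inhibition above mean plus 3 SD of compounds lying within the high and low control bounds, cut at about 19% in these data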;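 further: 0% = median of test compound wells and 100% = no enzyme DMSO wells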
Target sequence (Q9NZ20 whole entry, looked up): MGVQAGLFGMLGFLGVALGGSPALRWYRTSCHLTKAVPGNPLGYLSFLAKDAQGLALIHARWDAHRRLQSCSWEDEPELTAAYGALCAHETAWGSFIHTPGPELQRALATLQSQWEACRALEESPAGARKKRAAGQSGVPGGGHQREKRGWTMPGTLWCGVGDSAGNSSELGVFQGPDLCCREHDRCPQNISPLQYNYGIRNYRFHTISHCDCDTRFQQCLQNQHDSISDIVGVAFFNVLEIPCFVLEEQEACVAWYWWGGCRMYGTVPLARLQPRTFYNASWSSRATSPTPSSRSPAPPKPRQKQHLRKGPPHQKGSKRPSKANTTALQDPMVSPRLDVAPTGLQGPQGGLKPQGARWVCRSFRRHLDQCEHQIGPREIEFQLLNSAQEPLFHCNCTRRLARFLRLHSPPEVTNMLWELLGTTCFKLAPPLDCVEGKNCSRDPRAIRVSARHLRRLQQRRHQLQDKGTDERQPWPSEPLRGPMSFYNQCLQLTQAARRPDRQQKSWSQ
DAX1 inh-1: blocks DAX1 repression of SF-1 activated StAR promoter; AID 652010; inhibition, % at 6.8 µM; 370,000 tested, 1.1% active; HEK293T StAR-luciferase reporter, SF-1/DAX-1 repression relief;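 active means inhibition above the mean over all tested compounds plus 3 SD, cut at about 3.6% in these data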;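 further: 0% = DAX-1 cells with DMSO and 100% = cells lacking DAX-1 with DMSO; higher inhibition means more luminescence from relief of DAX-1 repression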
SMARCA2 activ: increases SMARCA2 function in MMTV reporter cells; MG213 cells, MMTV-luciferase reporter, dexamethasone, overnight; activation, % at 9.1 µM; 370,000 tested, 1% active; AID 652017; in the data active means activation above about 7.8%;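 further: 0% = vehicle wells and 100% = reference activator wells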
PLCb3 inh: blocks human PLC-beta3 enzyme activity | Q01970 | Purified PLC-beta3, fluorogenic substrate, fluorescence | inhibition, % at 12.2 µM | 370,000 tested, 0.18% active; in the data active means inhibition above about 11%;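 further: 0% = median of compound wells on plate and 100% = full blocker control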
NR1D1 modulator: modulators of human Rev-erb alpha DNA binding; P20393; Rev-erbα–FITC-DNA binding, fluorescence polarization, 90 min; activity, % at 10 µM; 370,000 tested, 0.79% active; AID 1259318;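 active means activity above about 14%, limit read from the data; passing the limit was not always enough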;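 further: 0% = DMSO wells with 35 nM protein and 100% = DMSO wells with 750 nM protein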
Target sequence (P20393 whole entry, looked up): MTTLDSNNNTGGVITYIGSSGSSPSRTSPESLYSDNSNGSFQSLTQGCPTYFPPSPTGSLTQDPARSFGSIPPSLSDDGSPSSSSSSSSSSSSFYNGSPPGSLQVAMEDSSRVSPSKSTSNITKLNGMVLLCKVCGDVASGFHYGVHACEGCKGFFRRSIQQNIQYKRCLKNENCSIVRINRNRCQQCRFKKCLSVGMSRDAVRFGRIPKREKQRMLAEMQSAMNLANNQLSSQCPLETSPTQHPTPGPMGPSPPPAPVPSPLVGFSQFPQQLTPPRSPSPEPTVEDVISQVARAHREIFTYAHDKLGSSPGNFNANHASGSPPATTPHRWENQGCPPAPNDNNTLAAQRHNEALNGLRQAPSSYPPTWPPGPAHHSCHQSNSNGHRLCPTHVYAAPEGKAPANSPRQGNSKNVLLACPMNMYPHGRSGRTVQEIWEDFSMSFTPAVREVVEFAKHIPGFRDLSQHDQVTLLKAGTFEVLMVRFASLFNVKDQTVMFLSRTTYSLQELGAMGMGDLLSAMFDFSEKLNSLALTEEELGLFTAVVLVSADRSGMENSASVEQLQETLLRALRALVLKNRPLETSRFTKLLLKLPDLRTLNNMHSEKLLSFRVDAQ
FXN GAA850 act: activators of GAA850 frataxin (FXN) promoter; 360,000 tested, 0.56% active; activation, % at 6 µM; AID 540364; HEK293 lucGAA850 FXN promoter luciferase reporter, 24 h; percent of 10 µM SAHA response;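 active means activation above the average of all compounds screened plus 3 SD, cutoff fixed separately per campaign, cut at about 7.5% in these data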;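 further: 0% = DMSO wells and 100% = 10 µM SAHA wells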
PG9 Ab binder: binds the HIV-1 gp120 antibody PG9; TR-FRET gp120-PG9 antibody binding; inhibition, % at 6.7 µM; 360,000 tested, 0.43% active; AID 624416; in the data active means inhibition above about 8.5%
DAX1 inh-2: NR0B1 (DAX1) inhibition | P51843 | HEK293 Gal4-DAX1 luciferase reporter, luminescence | inhibition, % at 6.75 µM | 340,000 tested, 0.99% active | AID 504766;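 active means inhibition above the mean over all tested compounds plus 3 SD, cut at about 4.2% in these data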;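 further: 0% = DAX1-transfected cells with DMSO and 100% = empty-vector control cells with DMSO; inhibition shows as a rise in luminescence from relieved DAX1 repression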
* marks the source's active call; other numbers are inactive results; / = no result given.

SMILES | hcDAF-12 act | ssDAF12 agonist | hgDAF-12 ag | sPLA2-III inh | DAX1 inh-1 | SMARCA2 activ | PLCb3 inh | NR1D1 modulator | FXN GAA850 act | PG9 Ab binder | DAX1 inh-2
CCOc1ccccc1NC(=O)C(c1ccccc1)N1CCN(C(=O)c2ccco2)CC1 (stereo unspecified) | -2.0 | -1.5 | -1.4 | 2 | 0.6 | -2 | 1 | 5 | -2.9 | 0.5 | -0.8
COc1cc(NS(=O)(=O)c2ccc(NC(=O)COc3ccccc3C)cc2)nc(OC)n1 | -1.2 | -0.3 | 1.4 | -28 | 1.2 | -1 | 2 | 1 | 1.3 | 0.3 | 0.2
N#Cc1cccnc1Nc1cccc(Cl)c1 | -0.9 | -0.5 | 1.2 | 4 | 0.3 | -1 | -3 | -5 | 3.0 | -1.9 | 2.6
Cc1ccc(OCC(=O)NCc2cccnc2)cc1 | -1.4 | -1.1 | 1.5 | 1 | 0.1 | -3 | -7 | 0 | -0.7 | 0.1 | 0.3
O=C(Nc1ccc2oc(-c3cccnc3)nc2c1)c1ccco1 | -1.0 | -1.3 | 7.1 | -4 | 1.3 | 5 | -241 | -25 | 2.6 | -0.8 | -0.2
COc1ccc(Br)cc1/C=N/NC(=O)CNC(=O)C1COc2ccccc2O1 (stereo unspecified) | -1.9 | -1.2 | 0.8 | -2 | -0.1 | -5 | -6 | -1 | -0.2 | -1.4 | 1.0
CSc1ccc(CN2C(=O)NC3(CCCCCCC3)C2=O)cc1 | -1.5 | -1.2 | 3.7 | 2 | 0.6 | -3 | 5 | 4 | 0.1 | -0.6 | -0.6
NS(=O)(=O)c1ccc(CCNC(=S)Nc2ccc(S(N)(=O)=O)cc2)cc1 | 0.4 | -1.2 | -3.0 | 2 | 0.7 | -5 | 8 | 0 | 0.5 | 0.2 | 0.4
Cc1cccc(C(=O)NCCNC(=O)c2ccco2)c1 | -0.2 | -1.2 | -1.2 | 1 | 0.2 | -2 | -8 | 3 | -2.2 | 1.8 | 1.8
Cc1nc2cc(-c3cccc(F)c3)nn2c(N2CCN(C(=O)c3ccco3)CC2)c1C | 5.8* | 0.7 | 3.7 | -2 | 0.1 | 4 | -5 | 2 | 3.9 | -0.6 | -0.1
O=C(O)c1cccc(N/N=C/c2sc(N3CCOCC3)nc2-c2ccccc2)c1 | 7.5* | -0.6 | 8.9 | -2 | 1.1 | 5 | -54 | -8 | 11* | -6.1 | -0.5
CCNC(=O)C1CCCN(C(=O)c2ccc(C)c(F)c2)CC1 (stereo unspecified) | 0.3 | -0.8 | -0.1 | 4 | -0.1 | -2 | -1 | 0 | 1.9 | -0.7 | /
CO/N=C/NC(=O)c1c(OC)ccnc1Oc1ccc(F)cc1 | -1.8 | -1.6 | 1.4 | -5 | -0.6 | 6 | 5 | 3 | 0.7 | -0.9 | 0.8
CC(C)Oc1cccc(C(=O)C2CCCN(Cc3cnc(N4CCOCC4)s3)C2)c1 (stereo unspecified) | -2.0 | -1.9 | -4.7 | -10 | -2.3 | -5 | 3 | 7 | 0.3 | -1.0 | -1.5
CCOC(=O)c1ccc(Cn2cnc3ccccc3c2=O)cc1 | -1.9 | -1.0 | 0.7 | 8 | -0.8 | -2 | -2 | -2 | 1.4 | -1.0 | 0.4
CC1(C)CC(=O)C2=C(C1)Nc1[nH]n(-c3ccccc3)c(=O)c1C2c1ccc2c(c1)OCO2 (stereo unspecified) | -1.2 | -1.3 | -0.7 | 0 | -0.8 | 0 | 5 | 8 | -1.2 | -9.0 | 2.0
O=C(CN1C(=O)/C(=C\c2ccc(C(F)(F)F)cc2)Sc2ccccc21)NCc1ccco1 | -3.0 | -1.2 | -2.2 | -11 | -0.7 | -4 | -30 | 1 | 2.5 | 0.5 | -0.8
Cc1ccc(Nc2nc(C)cs2)cc1 | 4.0 | -0.1 | 16* | -4 | 2.2 | 5 | 0 | -2 | 4.1 | -3.9 | 0.6
Cc1ccc(NC(=O)c2cc(-c3cccs3)on2)cc1 | -1.5 | -1.0 | 4.0 | 0 | -0.4 | 3 | -5 | 10 | 3.0 | 4.4 | -0.1
CCn1c(SCC(=O)c2cccs2)nnc1-c1ccco1 | 0.2 | -0.8 | -0.1 | -23 | -0.1 | 1 | 1 | -4 | 1.9 | 0.5 | 2.0
O=C(O)/C=C/C(O)c1ccc(Cl)cc1 (stereo unspecified) | 0.5 | -1.5 | 3.9 | -3 | 0.4 | -1 | 1 | 1 | -0.8 | -2.6 | 0.9
COCCCNC(=S)NC1CC2CCCC(C1)N2Cc1ccco1 (stereo unspecified) | -0.2 | -1.2 | -1.6 | 4 | -0.8 | 3 | 2 | -2 | -4.0 | -0.5 | 0.1
CN1CCN(C(=O)c2ccc3c(c2)N(Cc2ccccc2F)C(=O)c2ccccc2S3=O)CC1 (stereo unspecified) | -1.0 | -1.3 | 0.5 | -2 | 0.5 | 6 | 5 | 7 | -2.1 | 0.6 | -1.3
Cc1nc2ccccc2n1CC(=O)c1ccc(O)c(O)c1 | -1.5 | -1.2 | -1.4 | 0 | -0.3 | 0 | -1 | -24 | 1.8 | 0.0 | 0.9
CSCCC(=O)N1CCCC(N2CCN(c3cccc(C(F)(F)F)c3)CC2)C1 (stereo unspecified) | -2.3 | -1.6 | -0.2 | 2 | -0.6 | -2 | -5 | 1 | 3.5 | -0.9 | -0.7
O=C(Nc1ccccc1)c1ccc(Br)c(S(=O)(=O)Nc2ccccn2)c1 | -0.1 | -1.1 | -1.6 | -1 | -0.3 | 4 | -7 | 7 | 4.4 | 1.8 | 0.0
COc1ccc(C)cc1NS(=O)(=O)c1ccc2c(c1)oc(=O)n2C | -2.2 | 0.8 | -1.0 | -4 | 0.4 | -3 | -4 | -1 | 0.5 | -0.3 | -1.5
COc1cccc(-n2nc(C(C)=O)c(C#N)c2-c2ccco2)c1 | -0.8 | -1.2 | -0.7 | -2 | -0.4 | 5 | 0 | 1 | 2.4 | -3.3 | 0.7
COc1cccc(NC(=O)CC(=O)c2ccc([N+](=O)[O-])cc2)c1 | 0.0 | -0.8 | 5.5 | 8 | 0.0 | 4 | -1 | -1 | 2.8 | 0.8 | 3.2
O=C1c2ccccc2S(=O)(=O)c2cc(N3CCC(C(=O)N4CCCCC4)CC3)ccc21 | -2.3 | -1.1 | 1.2 | 4 | 0.8 | -2 | -63 | 12 | / | -0.9 | /
COc1ccccc1OCc1ccc(C(=O)N2N=C(C(F)F)CC2(O)C(F)F)o1 (stereo unspecified) | -1.9 | -2.0 | -1.3 | -13 | -0.6 | -1 | -26 | -7 | -0.4 | 0.0 | 0.2
O=C1CC[C@@]23CCCN2C(=O)CCCC3C1 (stereo partly specified) | -0.9 | -1.2 | 2.7 | -2 | -1.5 | -3 | 3 | 1 | 0.5 | 0.4 | -0.1
Cc1ccc(CNC(=O)C(=O)NCCC2CCCCN2S(=O)(=O)c2cccs2)cc1 (stereo unspecified) | 0.1 | 0.2 | -1.1 | 12 | 0.7 | -3 | -5 | -3 | 2.0 | -0.1 | -0.7
COC(=O)C1CC2=C(CC(C)(C)CC2=O)N(c2ccccc2)C1=O (stereo unspecified) | -0.7 | -1.0 | 3.2 | -6 | 3.5 | -4 | -3 | 2 | 1.5 | -1.1 | -2.6
Cc1cnc(NC(=O)CSc2ncn(-c3ccccc3)n2)s1 | -0.5 | -1.1 | -0.9 | -7 | 0.3 | -3 | 2 | 4 | 0.1 | 0.5 | 0.4
O=C(O)C1CCCCC1C(=O)OCCCCOC(=O)C1CCCCC1C(=O)O (stereo unspecified) | -0.9 | -1.1 | 0.1 | 1 | -0.5 | -2 | 4 | 1 | 0.6 | -0.3 | 0.4
OC(COc1c(Cl)cc(Cl)cc1Cl)CN1CCCCC1 (stereo unspecified) | 3.8 | -1.4 | 1.3 | 2 | 0.8 | -2 | 10 | -2 | -1.9 | -1.3 | 1.3
C=CCOc1ccccc1CN1CCC(CO)(CCOc2ccccc2)CC1 | -1.9 | -2.4 | 3.8 | -21 | -0.2 | 3 | -4 | -3 | -2.5 | -1.0 | 0.8
COCCN1CCN(Cc2cn(C)nc2-c2cccc(Cl)c2)CC1 | 0.1 | -0.7 | -3.1 | -2 | -0.1 | 0 | -4 | -3 | 0.5 | -0.3 | -1.2
CCc1ccc(C2CC(c3ccco3)=NN2S(C)(=O)=O)cc1 (stereo unspecified) | 9.2* | 1.3* | 18* | 3 | 3.4 | 7 | 1 | 4 | 1.6 | -1.4 | 2.2
O=C(Nc1ccc2c(c1)C(=O)N(C1CCCCC1)C2=O)C1CCCO1 (stereo unspecified) | -0.2 | -1.2 | 0.3 | -4 | -0.4 | 1 | -226 | 4 | 2.8 | -1.1 | -1.2
Cc1cc(NCCCCCCCNc2cc(C)nc3cc([N+](=O)[O-])ccc23)c2ccc([N+](=O)[O-])cc2n1 | -1.3 | -1.1 | -0.3 | 0 | -3.1 | 1 | -80 | -4 | -11 | 13* | -6.0
Cc1cccc(-c2ccc3ncnc(NCc4cccnc4)c3c2)c1 | -1.2 | -1.0 | -1.6 | -9 | 0.3 | 0 | -10 | 1 | 0.5 | -4.4 | -0.3
O=C(NC(=S)Nc1ccc(CN2CCOCC2)cc1)c1cccc([N+](=O)[O-])c1 | 0.5 | -1.0 | 2.4 | 19* | -0.2 | -3 | -4 | -3 | -2.6 | -0.3 | -0.5
CC(C)(C)OCC1CO1 (stereo unspecified) | -0.7 | -1.8 | 0.0 | 7 | -0.4 | -7 | 0 | 0 | 0.0 | -4.0 | 0.2
CCOC(=O)CC1CCCCN1C(=O)CCCn1nnnc1CN1CCC(C)CC1 (stereo unspecified) | -0.3 | -0.5 | 2.4 | 1 | -0.6 | 1 | -6 | 12 | -1.6 | -2.4 | -0.2
NC(=O)C1CCN(C(=O)CCCCCn2c(=O)[nH]c3ccsc3c2=O)CC1 | -0.5 | -1.4 | -0.4 | 4 | -0.4 | -3 | 0 | 1 | -0.1 | 4.5 | -0.4
COc1ccc(CN2CCCC2C(=O)Nc2ccc(OC)c(OC)c2)cc1OC (stereo unspecified) | -1.9 | -1.2 | 3.9 | -1 | -0.4 | -3 | 8 | -2 | 4.0 | -0.1 | 0.2
CC(C)N(C(=O)[C@H]1C[C@H](CC(=O)NCc2ccco2)C(=O)N2CCc3c([nH]c4cc(-c5ccco5)ccc34)[C@]12C)C(C)C | -2.7 | -1.2 | -3.6 | -13 | -0.9 | 1 | -430 | 4 | -1.8 | 1.0 | -0.8

Part of the list above in order of length of the SMILES, descending:
SMILES | hcDAF-12 act | ssDAF12 agonist | hgDAF-12 ag | sPLA2-III inh | DAX1 inh-1 | SMARCA2 activ | PLCb3 inh | NR1D1 modulator | FXN GAA850 act | PG9 Ab binder | DAX1 inh-2
CC(C)N(C(=O)[C@H]1C[C@H](CC(=O)NCc2ccco2)C(=O)N2CCc3c([nH]c4cc(-c5ccco5)ccc34)[C@]12C)C(C)C | -2.7 | -1.2 | -3.6 | -13 | -0.9 | 1 | -430 | 4 | -1.8 | 1.0 | -0.8
Cc1cccc(-c2ccc3ncnc(NCc4cccnc4)c3c2)c1 | -1.2 | -1.0 | -1.6 | -9 | 0.3 | 0 | -10 | 1 | 0.5 | -4.4 | -0.3
CC(C)(C)OCC1CO1 (stereo unspecified) | -0.7 | -1.8 | 0.0 | 7 | -0.4 | -7 | 0 | 0 | 0.0 | -4.0 | 0.2
